TNAP activators – human TNAP enzyme activators, primary screen, biochemical, luminescent, no phosphate acceptor, uHTS (AID 1001) | Alkaline phosphatase, tissue-nonspecific isozyme (Homo sapiens) | purified TNAP, luminescent activation assay, no phosphate acceptor; higher activation fold means a stronger effect | activation fold at 20 µM; hits with a dose series show EC50 in µM | hit rate 0.03% among 200,000; in the data active = activation fold from about 3, or a potency from the dose series; inactive = the rest, 99 in 100 with activation fold below about 1.6; note: many of its hits are not listed in these tables
SV40 large T antigen – SV40 large T antigen inhibitors, biochemical (AID 1903); one-dose inhibition, % at 20 µM; IC50 in µM for titrated hits; hit rate 0.39% among 310,000; SV40 large T antigen ATPase/helicase inhibition assay; higher % means a stronger effect; in the data active = a potency from the dose series; inconclusive = inhibition mostly from about 32% at the one dose, without a potency; inactive = the rest, 99 in 100 with inhibition below about 32%; note: strong numbers were not always called active
West Nile antiviral – West Nile virus antiviral activity, cell-based, CPE readout (AID 1621). West Nile virus-infected cells, CPE inhibition; higher % means a stronger effect. CPE inhibition, % at 10 µM, or IC50 in µM where a hit was titrated. hit rate 0.02% among 290,000; in the data active = a potency from the dose series; inconclusive = CPE inhibition mostly from about 3.7% at the one dose, without a potency; inactive = the rest, 99 in 100 with CPE inhibition below about 2.2%; note: strong numbers were not always called active
PMI inhibitors – inhibitors of human PMI, primary screen, biochemical, fluorescence intensity, coupled assay (AID 1209); hit rate 0.42% among 190,000; purified PMI enzyme, coupled fluorescence intensity; higher % means a stronger effect; inhibition, % at 20 µM, or IC50 in µM where a hit was titrated;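 note: plate controls were DMSO vehicle for no effect and wells lacking substrate for full effect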
Insulin prom up – insulin promoter activators in MIN6 cells, imaging, high-content screening, mouse beta cells; MIN6 insulin promoter-GFP reporter; active compounds read high; z-score at 5 µM; hit rate 0.3% among 190,000; AID 1625, 2009;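 active = z-score above 3 at 5 µM with at least 500 cells counted in the well; inconclusive = wells under 500 cells, flagged as cytotoxic or low count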
PhoP inhibition – inhibitors of PhoP regulon expression, primary screen, Salmonella Typhimurium, GFP reporter (AID 1863). one-dose inhibition, % at 50 µM; IC50 in µM for titrated hits. S. Typhimurium PhoP-regulated promoter GFP reporter, 4 h; higher % means a stronger effect. hit rate 0.16% among 300,000;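 active = inhibition over 29.93%, a cutoff 3 SD above the screen mean, later confirmed by dose response; inconclusive = inhibition over 29.93% but no dose response follow-up; inactive = inhibition at most 29.93% or unconfirmed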;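 note: 0% = low Mg2+ inducing control and 100% = high Mg2+ repressing control; strong numbers were not always called active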
PMI inhibition – human PMI inhibitors, high substrate, primary screen, biochemical, fluorescence intensity, high mannose 6-phosphate (AID 1220); Mannose-6-phosphate isomerase (Homo sapiens); recombinant PMI enzyme, coupled fluorescence intensity; higher % means a stronger effect; one-dose inhibition, % at 20 µM; IC50 in µM for titrated hits; hit rate 0.66% among 190,000
RSV CPE inhibition – RSV antiviral activity via CPE protection, HEp-2 cells, primary 10 µM value included (AID 2391) | hit rate 0.13% among 310,000 | HEp-2 cells, RSV-induced CPE inhibition; higher % means a stronger effect | CPE inhibition, % at 10 µM, or IC50 in µM where a hit was titrated; in the data active = a potency from the dose series; inconclusive = CPE inhibition mostly from about 23% at the one dose, without a potency; inactive = the rest, 99 in 100 with CPE inhibition below about 21%; note: strong numbers were not always called active
CSM14.1 death rescue – rescue of cells from ER stress-induced death, primary screen, 384-well, CSM14.1, thapsigargin, ATP luminescence (AID 1222) | CSM14.1 thapsigargin-induced death rescue, ATP luminescence; higher % means a stronger effect | cellular ATP content (survival), % at 20 µM; hits with a dose series show EC50 in µM | 190,000 tested, under 10 active;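 active = EC50 below 50 µM in the dose-response confirmation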;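 note: death triggered by thapsigargin at about 15 µM added after 2 h compound pretreatment; cell ATP read after overnight thapsigargin exposure of roughly 18 to 22 hours; normalized against plate controls of thapsigargin alone and 5% DMSO vehicle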
Insulin prom up cell count – also measured in Insulin prom up; calls as there; cell count; measured here: cytotoxicity, nuclei count;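 total cells summed across four imaged fields per well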
* hit, by the source's call; ? = inconclusive; · = no result given. Cut-off read from the data, not from the text of the source, unless noted: active = inhibition above about 50%; inactive = the rest.

SMILES	TNAP activators	SV40 large T antigen	West Nile antiviral	PMI inhibitors	Insulin prom up	Insulin prom up cell count	PhoP inhibition	PMI inhibition	RSV CPE inhibition	CSM14.1 death rescue
COc1nccnc1NS(=O)(=O)c1ccc(NC(=S)NC(=O)c2ccccc2)cc1	1	29.1%	0.3%	11.3%	-0.13	1416	-11.8%	7.2%	1.7%	-1.4%
N/C(CCN1CCCCC1)=N/O	1	1.1%	0.0%	-0.3%	-0.46	1334	-1.6%	5.0%	1.1%	-0.5%
Cc1nc(-c2ccc(S(=O)(=O)NCc3ccccn3)s2)cs1	·	6.2%	-0.5%	·	·	·	2.2%	·	0.8%	·
Cc1nc2scc(C)n2c(=O)c1S(=O)(=O)N1CCN(c2ccccn2)CC1	·	-18.2%	-0.7%	·	·	·	0.6%	·	0.2%	·
CCCCCCNC(=O)CC(NS(=O)(=O)c1ccc(NC(C)=O)cc1)C(C)C (stereo not given)	1.1	0.0%	-0.6%	8.5%	0.5	1373	18.0%	7.3%	-0.6%	-1.2%
Cc1ccc(N2C(=O)C3C(C2=O)N2CCCN2C3c2ccccc2)cc1C (stereo not given)	1.1	10.5%	0.6%	-3.1%	0.83	1427	4.0%	-7.9%	0.4%	2.1%
COc1ccc(N2C(=O)N(Cc3ccc(C)cc3)c3ccccc3S2(=O)=O)cc1	1.2	7.2%	-1.3%	1.5%	-1.06	1316	0.0%	3.5%	0.8%	·
CCn1c(-c2ccccc2)c(C(=O)CCl)c2ccccc21	1.1	18.2%	-0.9%	-13.9%	-1.09	989	-7.4%	1.1%	-1.6%	-0.1%
COc1ccc(N/N=C(/N=Nc2nc(C)cc(=O)[nH]2)c2ccccc2)cc1	0.7	9.6%	?	-76.8%	?	·	8.4%	-128.3%	-3.1%	-6.8%
CCOc1ccc(-c2nnn(CC(=O)NCc3cccs3)n2)cc1	1.1	0.3%	0.2%	8.4%	·	·	-0.5%	8.2%	1.6%	-0.9%
CCOC(=O)CSC1=C(C#N)C(c2ccco2)C(C(=O)OCc2ccccc2)=C(C)N1 (stereo not given)	1.1	2.4%	-0.3%	18.7%	0.31	1361	-5.4%	17.5%	1.2%	-1.5%
Cc1cc(NC(=O)c2cccs2)no1	·	4.5%	1.4%	·	0.32	1047	·	·	-1.9%	·
O=C(N/N=C/c1cc(Br)c(O)c(Br)c1)c1cc2c(ccc3ccccc32)o1	·	19.9µM*	-1.2%	·	·	·	2.2%	·	?	·
COc1cc(/C=C/C(=O)c2ccc(NS(=O)(=O)c3ccc(C)cc3)cc2)ccc1OC(F)F	1	16.9%	?	12.0%	-0.03	1058	10.0%	7.9%	17.1%	0.7%
O=C(COC(=O)COc1ccc(Br)cc1)NCCC1=CCCCC1	1.1	19.0%	-0.7%	9.0%	0.24	1522	-10.5%	0.2%	2.9%	-1.7%
CC(=O)Nc1nonc1-c1ccccc1	1.1	7.2%	0.6%	4.4%	0.06	1099	7.9%	2.8%	-0.6%	-1.3%
COc1ccc(S(=O)(=O)Nc2ccccc2N2CCOCC2)cc1[N+](=O)[O-]	·	11.8%	-0.4%	·	-0.24	1204	-10.2%	·	1.5%	·
CC1CCc2c(sc3nc(CN4CCOCC4)nc(NS(=O)(=O)c4cccc([N+](=O)[O-])c4)c23)C1 (stereo not given)	1.1	9.2%	·	-4.4%	·	·	-6.2%	-9.0%	?	0.1%
Cc1ccc(-c2n[nH]c(=S)n2/N=C/c2ccc(C(=O)O)cc2)cc1	·	21.1%	0.1%	·	·	·	-7.0%	·	9.4%	·
C=CCn1c(-c2cc(Cl)ccc2OC)n[nH]c1=S	0.9	11.5%	-0.1%	10.6%	·	·	0.7%	2.4%	1.8%	-2.5%
Cc1ccnc(NS(=O)(=O)c2cc([N+](=O)[O-])ccc2C)c1	1.2	25.1%	1.5%	-14.4%	-0.48	1237	-1.6%	-11.7%	2.5%	1.1%
O=C(O)C1(c2ccccc2)CCN(S(=O)(=O)c2cccc(Cl)c2)CC1	·	6.8%	0.3%	·	·	·	3.2%	·	1.1%	·
COc1ccc2cc(C3OCCO3)c(Cl)nc2c1	1.1	-0.5%	0.0%	7.4%	-0.81	1397	2.4%	-3.5%	1.0%	-3.2%
COc1ccc(Nc2nc(-c3cccs3)cs2)c(OC)c1	1.1	17.1%	-0.1%	8.0%	0.67	890	-3.0%	8.1%	?	0.3%
CCn1ncc(C2=NOC(C(=O)Nc3ccccc3C(=O)OC)C2)c1C (stereo not given)	1.1	5.7%	-0.8%	14.9%	0.9	1317	0.7%	9.2%	·	3.9%

Rewritten with each value named: entries from further up.
Cc1ccc(-c2n[nH]c(=S)n2/N=C/c2ccc(C(=O)O)cc2)cc1
- TNAP activators: ·
- SV40 large T antigen: 21.1%
- West Nile antiviral: 0.1%
- PMI inhibitors: ·
- Insulin prom up: ·
- Insulin prom up cell count: ·
- PhoP inhibition: -7.0%
- PMI inhibition: ·
- RSV CPE inhibition: 9.4%
- CSM14.1 death rescue: ·

C=CCn1c(-c2cc(Cl)ccc2OC)n[nH]c1=S
- TNAP activators: 0.9
- SV40 large T antigen: 11.5%
- West Nile antiviral: -0.1%
- PMI inhibitors: 10.6%
- Insulin prom up: ·
- Insulin prom up cell count: ·
- PhoP inhibition: 0.7%
- PMI inhibition: 2.4%
- RSV CPE inhibition: 1.8%
- CSM14.1 death rescue: -2.5%

The list goes on.
SMILES	TNAP activators	SV40 large T antigen	West Nile antiviral	PMI inhibitors	Insulin prom up	Insulin prom up cell count	PhoP inhibition	PMI inhibition	RSV CPE inhibition	CSM14.1 death rescue
O=C(Nc1nc(-c2ccccc2)c(C(=O)c2ccccc2)s1)c1ccc(S(=O)(=O)N2CCCCC2)cc1	1	21.4%	-1.1%	-5.4%	0.43	1196	7.3%	-2.9%	21.1%	-1.7%
Cc1ccc(/C=N/Nc2ccnc3cc(Cl)ccc23)c(C)c1	1.2	2.8%	-0.6%	-8.2%	-1.45	1003	-6.9%	-13.0%	-1.3%	-4.5%
CCN(CC(=O)Nc1cc(Cl)ccc1C)C(=O)CCS(=O)(=O)c1ccc(Cl)cc1	·	24.0%	-0.8%	·	·	·	3.5%	·	17.0%	·
Brc1ccc(/C=N/n2cnnc2)s1	·	21.9%	0.1%	·	0.12	1118	4.0%	·	6.7%	·
CCCCN(CCCC)CC1OCc2ccccc2CO1	1	16.2%	0.3%	3.5%	0.37	1605	6.3%	5.9%	1.8%	-0.5%
Cn1c(=O)c2c(nc(N3CCCC3)n2C)n(C)c1=O	·	1.1%	0.2%	·	·	·	10.1%	·	0.5%	·
COc1ccc(C(C#N)=C2C=CC(=NO)C=C2)cc1	·	34.6%	0.9%	·	-2.28	730	0.0%	·	·	·
Cc1ccc(NC(=O)CCn2cnc3cc(C)c(C)cc32)cc1	1	5.6%	-0.6%	1.1%	-0.31	1122	0.2%	5.2%	4.0%	0.8%
COc1cc(NC(C)C(=O)N2CC(C)OC(C)C2)cc(OC)c1 (stereo not given)	1.2	8.3%	0.0%	23.1%	-0.67	958	4.6%	11.4%	0.8%	-1.6%
CCC(=O)/C=C1\Sc2ccccc2N1CC	1.1	3.9%	-0.3%	-7.9%	-0.24	1216	12.6%	1.0%	5.4%	0.3%
Cc1cccc(NC(=O)COC(=O)CCc2ccccc2)c1C	·	11.8%	0.1%	·	·	·	-7.6%	·	-0.2%	·
Cc1ccc(N(CC(=O)NC2CCCCC2)S(=O)(=O)c2c(C)noc2C)cc1	·	-0.1%	-0.1%	·	·	·	6.3%	·	-0.1%	·
COc1ccccc1C(=O)NC(C)c1ccccc1 (stereo not given)	1.1	2.6%	0.2%	1.8%	-0.97	819	-0.3%	-4.7%	2.8%	0.6%
CCOC(CCn1c(SCc2ccc([N+](=O)[O-])cc2)nc2ccccc2c1=O)OCC	1.1	-0.6%	-0.6%	15.3%	-0.34	1292	-6.6%	4.5%	9.9%	-0.6%
O=C(O)c1c[nH]ccc1=O	1	-2.9%	0.1%	10.7%	0.49	1512	-5.8%	12.0%	-1.1%	-1.6%
COc1cccc(N2CCN(CC(=O)Nc3ccc(SC(F)F)cc3)CC2)c1	1.1	6.5%	-0.7%	12.0%	-1.19	1556	23.5%	13.2%	12.4%	4.1%
Clc1cccc(N/N=C/c2ccc(N3CCOCC3)s2)c1	1.1	0.1%	0.5%	29.0%	-0.82	1420	2.7%	19.0%	10.6%	-4.0%
COC(=O)c1cc(C(=O)NCc2ccccc2)c(=O)[nH]c1C	1.1	6.4%	2.3%	5.6%	0.21	1251	-4.3%	7.0%	-2.1%	-0.5%
Cc1cccc(C)c1NC(=O)CNC(=O)CCC(=O)c1cccs1	0.9	1.3%	0.0%	7.1%	-0.82	1252	15.1%	0.9%	1.6%	-1.6%
CCOC(=O)CC(=O)CSc1nccc(-c2cccnc2)n1	·	8.3%	-0.3%	·	0.03	986	-1.1%	·	0.3%	·
CCOC(=O)CSc1nc2c(sc3ccccc32)c(=O)n1CCCN1CCOCC1	1.2	1.9%	-0.3%	23.5%	0.01	1771	-1.5%	22.2%	4.0%	-2.1%
Cc1nc(N2CCN(C(=O)COc3ccccc3)CC2)c2c(C)c(C)sc2n1	1.1	10.2%	0.4%	7.5%	-0.39	823	0.0%	0.9%	-0.2%	3.2%
CCOC(=O)c1cc(-c2ccccc2)sc1NC(=O)c1ccc(OC)c(OC)c1	1	-1.0%	-0.2%	42.1%	-0.31	1379	-2.4%	14.8%	5.6%	-0.9%
Cc1cc(OC(=O)c2cccs2)ccc1C(C)C	0.9	19.7%	0.1%	1.9%	-0.06	1019	-8.5%	2.7%	2.4%	-1.4%
O=C(NCC(c1cccs1)N1CCOCC1)c1cccc([N+](=O)[O-])c1 (stereo not given)	1.1	19.0%	-0.5%	12.6%	-0.34	1522	-5.5%	8.7%	1.4%	2.6%
Later entries.
SMILES	TNAP activators	SV40 large T antigen	West Nile antiviral	PMI inhibitors	Insulin prom up	Insulin prom up cell count	PhoP inhibition	PMI inhibition	RSV CPE inhibition	CSM14.1 death rescue
NCc1oc(-c2ccccc2)cc1C(=O)O	1.1	6.9%	-0.1%	-55.4%	-0.02	1205	-2.3%	-79.7%	1.9%	-0.4%
CCOC(=O)N1CCN(C(=O)CS(=O)Cc2nc(-c3ccc(OC)c(OC)c3)oc2C)CC1 (stereo not given)	·	11.6%	-0.2%	·	·	·	-2.0%	·	-0.1%	·
O=C(Nc1nc(-c2ccc(Cl)cc2)cs1)NC1CCCCC1	1	4.1%	-1.1%	-0.2%	-0.16	1488	-5.0%	-7.6%	44.2%	0.5%
CC(C)=CC(=O)Nc1ccccc1Br	1	7.3%	0.1%	-3.2%	0.36	1295	-5.4%	3.0%	2.4%	1.5%
CC(=O)c1cccc(NC(=O)c2csc3c2CCCCC3)c1	1.1	14.2%	0.3%	1.1%	0.32	1141	2.9%	4.9%	13.4%	-1.0%
O=C1CCc2cc(S(=O)(=O)NC(Cc3ccccc3)C(=O)NCCC3=CCCCC3)ccc2N1 (stereo not given)	1.3	2.0%	-0.7%	1.5%	-0.64	1063	10.3%	-4.7%	-0.8%	-1.5%

Assay outcomes (PubChem BioAssay)
